# MEP2 TOR yeast: modulators of TOR pathway MEP2-GFP in S. cerevisiae | AID 2016 | hit rate 0.51% among 330,000 | S. cerevisiae MEP2-GFP strain, flow cytometry GFP, 3 h; 100% = DMSO control level | GFP response vs DMSO, % at 10 µM;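 active = GFP response versus DMSO above a set limit, roughly screen mean plus 3 SD, cut at about 180% in these data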;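 note: median GFP fluorescence of the barcode-gated MEP2-GFP cells per well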
# AHR activator: activators of human aryl hydrocarbon receptor; P35869; AHR-responsive luciferase reporter cells, luminescence; activation, % at 5 µM; hit rate 2.5% among 320,000; AID 2796; in the data active = activation above about 47%;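 note: 0% = vehicle wells and 100% = reference agonist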
# Target sequence (P35869 whole entry, looked up): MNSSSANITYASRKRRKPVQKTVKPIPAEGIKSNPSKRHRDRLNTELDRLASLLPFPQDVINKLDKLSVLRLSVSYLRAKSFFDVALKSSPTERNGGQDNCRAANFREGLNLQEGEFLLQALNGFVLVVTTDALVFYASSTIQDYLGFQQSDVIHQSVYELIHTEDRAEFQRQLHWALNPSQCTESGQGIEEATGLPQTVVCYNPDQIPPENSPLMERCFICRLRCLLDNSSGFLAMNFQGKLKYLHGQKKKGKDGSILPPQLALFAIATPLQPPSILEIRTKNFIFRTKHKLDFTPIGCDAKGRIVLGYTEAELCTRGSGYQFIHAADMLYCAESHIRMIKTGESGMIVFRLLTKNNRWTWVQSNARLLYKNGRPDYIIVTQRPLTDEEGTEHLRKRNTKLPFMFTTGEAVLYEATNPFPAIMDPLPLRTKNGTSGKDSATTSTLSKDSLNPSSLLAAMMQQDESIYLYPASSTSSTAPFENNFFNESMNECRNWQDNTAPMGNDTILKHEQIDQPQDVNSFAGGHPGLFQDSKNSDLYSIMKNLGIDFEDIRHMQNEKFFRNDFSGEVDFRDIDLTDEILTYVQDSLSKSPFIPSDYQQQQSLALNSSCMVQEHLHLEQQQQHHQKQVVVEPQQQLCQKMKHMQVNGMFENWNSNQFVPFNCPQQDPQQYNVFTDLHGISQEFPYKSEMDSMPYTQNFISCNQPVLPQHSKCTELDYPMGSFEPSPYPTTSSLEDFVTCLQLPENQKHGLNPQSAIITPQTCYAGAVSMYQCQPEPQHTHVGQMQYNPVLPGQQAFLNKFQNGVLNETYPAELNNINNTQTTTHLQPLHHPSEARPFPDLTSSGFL
# Yeast superoxide: lowers age-related superoxide in aged yeast cells | hit rate 0.18% among 330,000 | superoxide response (% of plate mean), % at 10 µM | S. cerevisiae aged cells, superoxide DHE fluorescence; hits give low values;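 active = superoxide response under a set limit, about three screen SD below normal, cut at about 65% in these data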;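 note: yeast aged for seven days with compound at 30 °C before DHE staining; 100% = average MFI of all compound-treated wells on the plate with controls excluded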
# CIT2-GFP yeast: modulators of TOR pathway CIT2-GFP in S. cerevisiae | S. cerevisiae CIT2-GFP strain, flow cytometry, 3 h; 100 means same as DMSO wells | GFP response vs DMSO, % at 10 µM | hit rate 0.065% among 320,000;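 active = GFP response relative to DMSO above a set limit, near the screen mean plus 3 SD, cut at about 150% in these data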;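 note: ratio of well median GFP fluorescence to mean of DMSO wells on the plate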
# AGP1 TOR yeast: yeast TOR pathway AGP1-GFP modulation; S. cerevisiae AGP1-GFP multiplex flow cytometry, 3 h; GFP as percent of DMSO wells; GFP response vs DMSO, % at 10 µM; hit rate 0.02% among 320,000; AID 2066;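 active = GFP response relative to DMSO above a set limit, near screen average plus 3 SD, cut at about 150% in these data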;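 note: median GFP channel fluorescence of the gated AGP1 strain per well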
# RPL19A-GFP yeast: yeast TOR pathway RPL19A-GFP modulation | hit rate 0.3% among 330,000 | S. cerevisiae RPL19A-GFP strain, flow cytometry, 3 h; hits give low values | percent response vs DMSO, % at 10 µM;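 active = percent response vs DMSO below 50%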;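 note: median channel GFP fluorescence of the barcoded RPL19A-GFP strain; ratio of sample median GFP to plate DMSO average so 100% = DMSO; lower means less RPL19A-GFP as with rapamycin TOR inhibition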
# LAP4-GFP MLPCN: alters LAP4-GFP fluorescence in TOR pathway yeast screen. S. cerevisiae LAP4-GFP multiplex, flow cytometry GFP, 3 h; median GFP as percent of DMSO wells. GFP response vs DMSO, % at 10 µM. hit rate 0.34% among 320,000;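 active = GFP response vs DMSO above a set limit, about the screen mean plus 3 SD, cut at about 150% in these data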
# Efflux pump inh: antifungal efflux pump inhibition, Nile Red retention. inhibition, % at 10 µM. hit rate 0.44% among 330,000. S. cerevisiae Candida pump triplex;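 active = plate passing quality check with inhibition over a set limit, or well fluorescence over plate mean plus 4 SD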;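 note: Nile Red retained in pooled yeast measured as flow cytometry median fluorescence; 0% = buffer negative control and 100% = Enniatin B positive control; higher means more Nile Red kept so more efflux inhibition; some compounds called inactive have numbers as strong as hits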
# Active calls of the source: *; . = not tested or not shown; + = active, no number.
SMILES,MEP2 TOR yeast,AHR activator,Yeast superoxide,CIT2-GFP yeast,AGP1 TOR yeast,RPL19A-GFP yeast,LAP4-GFP MLPCN,Efflux pump inh
COCCCNC(=O)C1CCCN(S(=O)(=O)c2ccc(C)cc2)C1 (configuration not stated),97,0,103,81,87,113,75,-0.1
COc1ccc(-c2nnc(N3CCC(C)CC3)c3ccccc23)cc1,94,-2,96,104,97,99,96,-0.1
OCc1cccc(Nc2ncnc3sc4c(c23)CCCCC4)c1,103,12,96,98,99,100,96,0.0
CCc1ccc(CNC(=O)CCCC(=O)n2nc(C)c3ccccc32)cc1,99,4,99,97,94,99,90,0.1
Cc1cccc(NC(=O)CSc2nccn2C)c1,104,22,109,116,105,105,107,0.1
Cc1[nH]c2ccccc2c1C(=O)COc1ccccc1,100,135*,70,101,96,97,96,-0.1
NC(=O)NC(c1ccccc1)c1ccccc1F (configuration not stated),101,-1,95,105,102,101,100,-0.1
O=C(c1ccoc1)N1CCC2(CC1)Oc1ccc(F)cc1C(=O)C21CC(c2ccccc2)=NO1 (configuration not stated),98,-1,97,91,97,96,99,67*
CC(C)[C@H](NC(=O)[C@@H]1Cc2ccccc2CN1C(=O)OC(C)(C)C)C(=O)NC1CCCC1,83,1,70,101,90,92,78,-0.2
CCOC(=O)Cc1nnc(-c2ccccc2)o1,112,-3,117,98,108,105,105,1.6
CC(C)NC(=O)c1ccc(COc2ccc(C(C)(C)C)cc2)o1,113,26,118,98,92,105,95,0.2
CCCc1cc(=O)oc2cc(C)cc(OCC(=O)Nc3ccc(S(N)(=O)=O)cc3)c12,96,0,79,102,113,100,107,0.0
COc1ccccc1NS(=O)(=O)c1ccc(C)c(C(=O)N2CCN(c3ccc(O)cc3)CC2)c1,108,1,78,122,107,104,95,0.0
COCCNC(=O)CN(c1ccc(OC)c(OC)c1)S(=O)(=O)c1ccc(C)cc1,106,3,97,107,111,107,113,0.0
O=C(CBr)c1ccc([N+](=O)[O-])c(CS(=O)(=O)c2ccc(Cl)cc2)c1,88,0,89,89,97,99,101,-0.1
COc1ccc2oc(C(=O)NCC3CCCO3)c(C)c2c1 (configuration not stated),96,28,98,104,94,98,95,0.0
CC1CCN(C(=O)Cc2nn(C)c(=O)c3ccccc23)CC1,94,7,102,95,96,100,101,0.1
O=C(O)CSc1nnc(SCc2cccc3ccccc23)s1,101,1,124,99,103,97,110,0.0
CCOCCn1c(N(C)Cc2ccccc2)nc2c1c(=O)[nH]c(=O)n2C,89,-3,94,84,88,90,89,-0.1
COc1ccccc1NC(=O)CSc1nc2ccccc2cc1Cc1ccccc1,99,-1,80,91,92,91,96,0.1
CCOc1ccc(/C=C2\SC(=S)N(NS(=O)(=O)c3ccccc3)C2=O)cc1OC,93,-2,111,95,99,100,95,-0.2
Cc1cc(NC(=O)Nc2ccc(Cl)c(Cl)c2)no1,109,14,93,113,106,103,106,0.0
COc1ccc(C(=O)Nc2cnc3sc(C)nn3c2=O)cc1,100,9,108,96,97,97,100,0.0
CC(C)(C)c1ccc(C(=O)NC(Cc2ccccc2)C(=O)O)cc1 (configuration not stated),102,0,101,106,103,102,102,-0.1
O=C(COC(=O)CC12CC3CC(CC(C3)C1)C2)Nc1cccnc1Cl,105,0,86,99,106,100,92,0.0
O=C(c1cc(-c2ccco2)nc2ccccc12)N1CCN(c2ccc(F)cc2)CC1,94,8,112,96,94,100,98,0.2
O=C(NC(n1ccc(=O)[nH]c1=O)C(Cl)(Cl)Cl)C12CC3CC(CC(C3)C1)C2 (configuration not stated),106,0,96,101,107,96,111,0.3
O=S(=O)([N-]c1nc2ccccc2nc1-n1cc[n+](Cc2ccccc2)c1)c1ccc(Br)cc1,94,8,92,83,97,94,95,0.3
N#Cc1ccccc1S(=O)(=O)N1CCN(C(=O)[C@@H]2CCCN2C(=O)c2cccs2)CC1,95,2,92,91,91,91,92,0.1
CC(C)CC(NC=C1C(=O)OC(C)(C)OC1=O)C(=O)O (configuration not stated),91,-1,108,90,101,98,96,0.0
CC(C)c1ccc(CNC(=O)C(=O)Nc2nccs2)cc1,102,5,97,103,108,111,100,0.1
COc1ccccc1CCC(=O)N1CCC(n2nccc2NC(=O)CC(C)C)CC1,94,1,102,.,96,106,80,-0.1
CC1=CN2C(=N)/C(=C/c3ccc([N+](=O)[O-])o3)C(=O)N=C2S1,+,6,78,62,138,226,863*,2.4
CC(Sc1cccc[n+]1[O-])C(=O)Nc1ccc(Oc2ccccc2)cc1 (configuration not stated),98,0,78,101,103,100,109,-0.2
Cc1ccc(C(=O)NCC(=O)N2CCN(S(=O)(=O)c3cccs3)CC2)s1,103,2,93,105,102,101,103,-0.2
CCOc1ccc(NC(=O)CN(C)C(=O)c2cc(C)nc3ccccc23)cc1OCC,102,3,74,90,105,100,107,0.2
C/C(=N\NC(=O)c1ccc(NS(=O)(=O)c2cccs2)cc1)c1ccccc1,99,1,106,107,102,100,101,0.0
CS(=O)(=O)Nc1cccc(C(=O)OCCCOc2ccc(F)cc2)c1,94,1,103,101,103,98,98,0.0
C=CCN1C(=O)C2(OCCO2)c2cc(C)ccc21,104,1,83,107,97,102,101,0.2
O=C(CN(CC1CCCO1)C(=O)CNS(=O)(=O)c1ccc(Cl)cc1)NCc1ccc(F)cc1 (configuration not stated),103,-3,121,103,103,101,100,0.2

# With a hit mark in AHR activator, of those listed so far:
compound | MEP2 TOR yeast | AHR activator | CIT2-GFP yeast | AGP1 TOR yeast | RPL19A-GFP yeast | LAP4-GFP MLPCN | Efflux pump inh
Cc1[nH]c2ccccc2c1C(=O)COc1ccccc1 | 100 | 135* | 101 | 96 | 97 | 96 | -0.1

# Next part
SMILES,MEP2 TOR yeast,AHR activator,Yeast superoxide,CIT2-GFP yeast,AGP1 TOR yeast,RPL19A-GFP yeast,LAP4-GFP MLPCN,Efflux pump inh
CCC(Cc1ccccc1)NS(=O)(=O)c1c(C)nc2sccn2c1=O (configuration not stated),94,-1,83,107,101,104,94,0.1
COc1ccc([N+](=O)[O-])cc1NC1CCCCC1,94,2,94,92,91,94,91,-0.5
CCOc1ccc(CCNC(=O)CCn2cccc2)cc1OCC,101,0,109,102,98,99,103,0.0
COc1cc(OC)c(C2=NOC(C(=O)Nc3ccc4c(c3)OCO4)C2)cc1Cl (configuration not stated),106,-6,117,96,105,97,111,0.1
C/C(=N\Nc1ccc2nncn2n1)c1ccc(Cl)s1,93,35,92,94,97,96,104,0.1
CC(C)c1ccc(CN2CCSCC2)cc1,110,0,100,98,105,104,97,0.5
CC(C)(C)NC(=O)CCN1CCOCC1,98,0,100,98,98,95,94,-0.2
CC(CNC(=O)COc1ccc2c(c1)OCO2)c1ccccc1 (configuration not stated),95,16,115,89,90,93,95,0.3
COc1cccc(OC)c1C(=O)Nc1ccc(S(=O)(=O)N2CCCCC2)cc1,97,0,102,114,95,98,88,0.1
Cc1ccc(CN(Cc2ccco2)S(=O)(=O)c2ccc(S(=O)(=O)NCC3CCCO3)cc2)cc1 (configuration not stated),103,-4,96,98,100,101,98,0.5

# Limited to Efflux pump inh, RPL19A-GFP yeast and CIT2-GFP yeast, for some of the entries so far:
SMILES | Efflux pump inh | RPL19A-GFP yeast | CIT2-GFP yeast
COc1ccccc1NC(=O)CSc1nc2ccccc2cc1Cc1ccccc1 | 0.1 | 91 | 91
CCOc1ccc(/C=C2\SC(=S)N(NS(=O)(=O)c3ccccc3)C2=O)cc1OC | -0.2 | 100 | 95
Cc1cc(NC(=O)Nc2ccc(Cl)c(Cl)c2)no1 | 0.0 | 103 | 113

# Continuation:
SMILES,MEP2 TOR yeast,AHR activator,Yeast superoxide,CIT2-GFP yeast,AGP1 TOR yeast,RPL19A-GFP yeast,LAP4-GFP MLPCN,Efflux pump inh
O=C1NC(Cc2ccccc2)C(=O)N1CC(=O)N1CCCc2ccccc21 (configuration not stated),103,1,103,98,100,94,96,-0.1
Cc1ccccc1C(=O)N1CCN(S(=O)(=O)c2cccs2)CC1,102,-1,102,101,100,97,101,1.3
Cn1c(=O)c2c(nc(N3CCOCC3)n2CC(=O)C23CC4CC(CC(C4)C2)C3)n(C)c1=O,97,1,97,101,98,93,93,0.1
Cc1ccc(C2C3=C(CC(C)(C)CC3=O)N=C3c4ccccc4C(=O)C32)cc1 (configuration not stated),105,2,96,112,110,105,100,-0.1
Cn1c(=O)c2c(nc(CN3CCN(C(=O)c4ccco4)CC3)n2Cc2ccc(F)cc2)n(C)c1=O,107,1,113,101,105,101,103,0.3
O=C(c1ccccc1)c1ccc(C(=O)N2CCCC(C(F)(F)F)C2)cc1 (configuration not stated),90,-3,99,85,100,89,105,0.0
O=C(Cc1ccccc1F)Nc1cc(S(=O)(=O)N2CCOCC2)ccc1N1CCOCC1,101,-2,75,95,98,98,94,0.0
C=CCn1nnnc1SCC(=O)Nc1ccc(OC)cc1,111,16,100,114,103,95,96,0.8
Nc1cc(=O)[nH]c(SCC(=O)NC2CCCCCCC2)n1,104,-2,95,98,98,94,100,0.0
CS(=O)(=O)c1ccc2nnn(OCC(=O)Nc3ccc(Br)cc3Br)c2c1,106,0,107,94,103,95,100,0.0
CCOc1ccc(NS(=O)(=O)c2ccc(C(=O)NCC3(N4CCCCC4)CCCCC3)cc2)cc1,99,-1,115,95,102,98,100,0.3
Cc1ccc(S(=O)(=O)N(Cc2n[nH]c(=S)n2-c2ccccc2)c2cccc(Cl)c2)cc1,96,1,97,93,101,95,97,0.0
NC(=O)Cn1cc(/C=N\NS(=O)(=O)c2ccccc2)c2ccccc21,105,.,109,79,83,113,78,0.1
O=C(Cn1c(=O)n2ncnc2c2c3c(sc21)CCCC3)c1ccccc1,93,8,77,94,96,95,96,-0.1
CCOC(=O)C1CCN(C(=O)N2CCOCC2)CC1,88,0,95,90,94,94,98,0.0
CCOC(=O)Cn1c(=O)oc2cc(S(=O)(=O)N3CCCC(C)C3)ccc21 (configuration not stated),103,-1,107,107,101,103,99,0.0
Cc1ccc(CN2C(=O)C3CCCN3c3ccc(S(=O)(=O)N4CCOCC4)cc32)cc1 (configuration not stated),102,-1,106,109,102,99,102,0.0
O=C(CN1C(=O)NC2(CCCCCC2)C1=O)NCCc1ccc(F)cc1,99,-1,110,96,94,94,99,0.2
COc1ccccc1NC(=O)Nc1cccnc1,96,122*,88,100,94,97,94,-0.1
O=c1oc(-c2cccs2)nc2c1cnn2-c1ccccc1,101,-1,91,100,96,95,107,-0.1
CC(=O)Nc1cccc(N2C(=O)CC(N3CCC(C(=O)N4CCCCC4)CC3)C2=O)c1 (configuration not stated),103,1,92,113,109,105,104,0.1
O=C(c1ccco1)N1CCN(S(=O)(=O)c2cc(Cl)ccc2Cl)CC1,102,-1,107,109,103,108,84,-0.3
Cc1cccc(/C=C/c2onc(C)c2S(=O)(=O)N2CCC(C(=O)N3CCCCCC3)CC2)c1,104,-2,88,102,99,100,90,0.0
Cc1ccc(N(CC(O)Cn2c3ccccc3c3ccccc32)S(C)(=O)=O)c(C)c1 (configuration not stated),102,16,89,104,101,100,92,0.0
Cc1cc(N(CC(=O)O)S(C)(=O)=O)ccc1Br,110,-1,104,116,118,112,111,-0.1
CN(C)c1cccc(C(=O)n2cc(C(=O)c3cc(F)ccc3O)cn2)c1,102,86*,104,82,99,97,115,0.3
C[n+]1cn(CC(O)COCc2ccccc2)c2ccccc21 (configuration not stated),93,-1,98,91,92,92,90,-0.1
CC(C)c1ccc(-c2nc3c([nH]2)c(=O)n(C)c(=O)n3C)cc1,98,27,88,105,.,98,104,-0.1
Cc1nc2c(C)cccc2cc1C(=O)N/N=C/c1cccnc1,103,9,102,90,97,98,92,0.1
Cc1nn(C)cc1CNC(=O)/C=C/c1cnn(C)c1,86,0,91,95,96,91,88,-0.6
COc1ccc(-c2noc(CN3CCN(c4ccccc4)CC3)n2)cc1,111,1,102,96,100,101,103,0.0
CCC(=O)Nc1cccc(NC(=S)NC(=O)c2ccc(Cl)cc2)c1,100,20,106,89,89,99,89,0.1

# Bioassay records from PubChem.
